Bioassay records from PubChem BioAssay.
A3A deaminase – inhibitors of human APOBEC3A DNA deaminase; 0.41% of 330,000 active; inhibition, % at 20 µM; recombinant A3A, FAM/TAMRA ssDNA deamination fluorescence; AID 493011;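 active = at least 40% inhibition at 20 µM here, with at most 30% in a related deaminase screen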;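 note: plate controls were A3A with DMSO for no effect and wells lacking A3A enzyme for full effect; some results filed as inactive read as strong as hits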
Target sequence (P31941 whole entry, looked up): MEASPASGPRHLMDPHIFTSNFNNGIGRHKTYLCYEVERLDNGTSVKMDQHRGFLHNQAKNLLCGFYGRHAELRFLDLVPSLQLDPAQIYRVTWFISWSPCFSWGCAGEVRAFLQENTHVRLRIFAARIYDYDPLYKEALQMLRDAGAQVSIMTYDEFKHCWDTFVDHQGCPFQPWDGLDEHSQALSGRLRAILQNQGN
PfG6PD inh – PfG6PD (Plasmodium falciparum) enzyme inhibition | PfGluPho enzyme, NADPH resazurin-diaphorase fluorescence | 0.78% of 350,000 active | inhibition, % at 20 µM;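 active = inhibition reaching at least a set limit at 20 µM in the primary screen, cut at about 59% in these data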;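 note: 0% = DMSO wells with substrate and 100% = DMSO wells lacking glucose-6-phosphate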
mIAP activ – increases mouse intestinal alkaline phosphatase activity | muIAP, CDP-Star luminescence, 30 min; active compounds read high; 1 = vehicle-only enzyme signal, 0 = enzyme-free wells | activation factor at 10 µM | 0.24% of 330,000 active | AID 2805;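 active = activation factor of at least 2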; note: the source names both 10 and 20 µM as test concentration; values of inactives mirror those of a sister screen read the other way
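also added = chemiluminescent substrate CDP-Star | test system = mouse IAP enzyme | signal = chemiluminescence readout | compound = DMSO-dissolved test compounds | incubation = 30 min at room temperature | benchmarks = DMSO wells, no-enzyme wells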
ATG4B inh – inhibitors of human ATG4B cysteine protease; 0.51% of 340,000 active; Q9Y4P1; ATG4B cleavage of LC3-PLA2, NBD-HPC fluorescence, 1 h; inhibition, % at 8.33 µM; in the data active = inhibition above about 40%
HKDC1 inh – HKDC1 (human) hexokinase inhibition; recombinant HKDC1, G6PDH/diaphorase resazurin coupled fluorescence; inhibition, % at 20 µM; 0.16% of 340,000 active;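 active = inhibition above about 35% when tested at 20 µM, limit read from the data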;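 note: plate controls were DMSO wells with enzyme for no effect and DMSO wells lacking enzyme for full effect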
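Incubation: 90 min at room temperature in dark / Material: recombinant HKDC1 (HK5) hexokinase enzyme, produced in-house / Quantity: enzyme 5 µg/mL final / Compound: one dose of 20 µM, 1% DMSO / Reagent: glucose and ATP substrates / Buffer or medium: Tris pH 8.0 buffer with MgCl2, Tween-20, BSA, BME / Technique: resorufin fluorescence at 613 nm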
hIAP block – human IAP inhibition | P09923 | purified IAP, CDP-Star luminescence, 30 min | inhibition, % at 10 µM | 0.12% of 330,000 active;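 active = inhibition reaching a set limit with compound at 10 µM in the primary screen, cut at about 35% in these data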;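 note: plate controls were DMSO wells with enzyme for no effect and no-enzyme buffer wells for full effect; values of inactives mirror those of a sister screen read the other way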
Target sequence (P09923 whole entry, looked up): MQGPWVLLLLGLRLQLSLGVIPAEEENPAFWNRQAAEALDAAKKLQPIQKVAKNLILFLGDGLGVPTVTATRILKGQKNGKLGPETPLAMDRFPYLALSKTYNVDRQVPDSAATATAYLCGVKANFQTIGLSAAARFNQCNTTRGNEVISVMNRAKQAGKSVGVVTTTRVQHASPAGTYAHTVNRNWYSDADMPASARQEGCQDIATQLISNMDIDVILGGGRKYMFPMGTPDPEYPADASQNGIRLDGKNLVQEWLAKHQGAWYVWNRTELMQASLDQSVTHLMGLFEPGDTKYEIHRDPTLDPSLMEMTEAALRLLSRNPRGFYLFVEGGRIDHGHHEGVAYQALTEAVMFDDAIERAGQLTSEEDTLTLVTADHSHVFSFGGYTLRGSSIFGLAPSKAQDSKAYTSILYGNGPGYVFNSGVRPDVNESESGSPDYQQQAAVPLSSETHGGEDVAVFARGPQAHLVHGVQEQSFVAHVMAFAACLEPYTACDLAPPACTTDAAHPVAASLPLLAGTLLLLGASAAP
mIAP block – mouse IAP inhibition; 0.2% of 330,000 active; AID 2806; purified mouse IAP, CDP-Star luminescence, 30 min; inhibition, % at 10 µM;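 active = inhibition of at least 40% at 10 µM in the primary screen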;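 note: plate controls were DMSO with enzyme for no effect and no enzyme wells for full effect; values of inactives mirror those of a sister screen read the other way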
hIAP act – increases human intestinal alkaline phosphatase activity. P09923. activation factor at 10 µM. 0.16% of 330,000 active. purified human IAP, CDP-Star luminescence, 30 min; active compounds read high; 1 = vehicle-only enzyme, 0 = enzyme-free background;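 active = activation factor of the enzyme at least 2-fold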; note: the source names both 10 and 20 µM as test concentration; values of inactives mirror those of a sister screen read the other way
* marks the source's active call; other numbers are inactive results; · = not tested or not shown.

SMILES	A3A deaminase	PfG6PD inh	mIAP activ	ATG4B inh	HKDC1 inh	hIAP block	mIAP block	hIAP act
CCN(CC)C(=O)[C@H]1C[C@H](CC(=O)NCCc2ccccn2)C(=O)N2CCc3c([nH]c4ccc(Cl)cc34)[C@]12C	5	-6	1	-5	8	·	-4	·
Cc1cc(S(=O)(=O)N2CCCCC2)ccc1OCC(=O)N1CCCC1	1	-2	1	0	-4	-28	-2	1.3
COc1cccc(CC(=O)OCC(=O)NCC(=O)Nc2cccc(C)c2C)c1	-2	-12	1	2	-6	-3	-4	1
Cc1nc2scc(-c3cccs3)c2c(=O)n1CC(=O)O	-2	-8	1.1	-2	3	-11	-6	1.1
Cc1ccc(C(=O)Nc2cccc(C(=O)NCc3ccco3)c2)cc1	-1	0	1	4	-4	-2	-5	1
Cc1ccc(NC(=O)COC(=O)CN2C(=O)NC(C)(C)C2=O)cc1S(=O)(=O)N1CCOCC1	2	-8	1	4	-3	6	0	0.94
COC(=O)Cn1c2ccc(OC)cc2c2nc(C)sc21	-3	3	0.93	-9	-21	14	7	0.86
O=C(Nc1ccncc1)Nc1cccc(C(F)(F)F)c1	-1	1	1.1	-4	-1	-3	-8	1
COc1cc2c(cc1OC)-c1cc(NC3CCCCCCC3)nc(=O)n1CC2	-4	-8	1	-7	10	-11	-4	1.1
COc1ccc(C(=O)CSC2=NS(=O)(=O)c3cc(Cl)ccc3N2)cc1	-4	11	0.84	-10	-1	3	16	0.97
CCOc1cc(/C=N/NC(=O)c2ccc(CN3CCOCC3)cc2)ccc1OC	2	-4	1	4	0	0	-4	1
CCCNC(=O)c1nnsc1Sc1ccc(Cl)cc1	-2	8	0.99	-5	-3	-10	1	1.1
O=C(NCCc1nc2ccccc2[nH]1)/C(=C/c1ccc2c(c1)OCO2)NC(=O)c1ccccc1Cl	-4	-10	1	-18	-35	4	-2	0.96
COc1cc(S(=O)(=O)N2CCOCC2)ccc1NC(=O)COC(=O)c1ccccn1	0	-3	0.9	5	11	-8	10	1.1
O=C(CCCn1c(=O)c2sccc2n(Cc2cc(=O)n3ccccc3n2)c1=O)NCc1ccco1	3	8	1.1	-5	-5	4	-8	0.96
COc1ccc(C=O)cc1CN1C(=O)c2ccccc2C1=O	-2	11	0.93	-2	-5	-1	7	1
Cc1oc2c(C)c3oc(=O)c(CCC(=O)NCCCN4CCCC4=O)c(C)c3cc2c1C	-3	6	0.95	-27	1	0	5	1
Cc1cc(NS(=O)(=O)c2ccc(NC(=O)c3cnc4sccn4c3=O)cc2)nc(C)n1	3	11	1	-2	-5	0	0	1
COc1cccc(NC(=O)NCCCN2CCN(c3ccc(F)cc3)CC2)c1	7	-10	1.4	-2	-5	-1	-37	1
CC(=O)c1ccc(NC(=O)c2noc(C(C)C)c2[N+](=O)[O-])cc1	-1	6	1	0	2	1	-2	0.99
COc1cc(-c2nnc(CSc3nnc(N)s3)o2)cc(OC)c1OC	-5	-10	1	4	-8	-7	-1	1.1
Cc1csc(NC(=O)CSc2nccn2C)n1	0	-16	1	5	1	6	-3	0.94
COc1cccc(CNC(=S)Nc2cc(OC)ccc2OC)c1	-3	30	0.95	-1	-5	2	5	0.98
CC(=O)Nc1ccnn1C1CCN(C(=O)c2cccc(C)c2C)CC1	2	-11	1	25	1	3	-4	0.97
COC(=O)C(=NNc1c(C)n(C)n(-c2ccccc2)c1=O)C(=O)OC	4	-9	1	6	-10	-7	-4	1.1
NC(=O)CCS(=O)(=O)c1ccc(Cl)cc1	3	-1	0.92	-3	-3	4	8	0.96
C=CCNc1scc(-c2ccccc2)[n+]1CC=C	-4	-1	0.97	3	-9	-3	3	1
Cc1c(CNC2CCCC(C)C2C)c(C(=O)O)c(C)n1Cc1ccccc1 (configuration not stated)	0	9	1	-6	-7	19	0	0.81
C/C(=N/N1CCN(c2ccccn2)CC1)c1ccc([N+](=O)[O-])cc1	-2	-3	0.84	-9	-3	12	16	0.88
Cn1ncc2c(NCc3cccc(C(F)(F)F)c3)c(C(=O)O)cnc21	-2	·	1.1	·	·	-2	-7	1
CCC(C(=O)NCc1ccccc1OC)n1nc(C)n2c(cc3occc32)c1=O (configuration not stated)	3	10	1.1	-11	-3	-18	-9	1.2
CC(=O)C1C(c2ccc(C)cc2)c2c(n[nH]c2C)CC1(C)O (configuration not stated)	1	-23	1.2	-8	1	4	-16	0.96
CC1(OC(=O)C2CCCC2)C(=O)C=C2C=C(c3ccsc3)N(CCN3CCOCC3)C=C2C1=O (configuration not stated)	-3	·	0.97	·	·	-1	3	1
O=C(NC(=S)NNC(=O)[C@H]1C[C@@H]1c1ccccc1)c1cccc(F)c1	-4	0	0.9	-4	-17	6	10	0.94
Cc1ccc(CNC(=O)C2CCCN(S(=O)(=O)c3c(C)[nH]c(=O)[nH]c3=O)C2)cc1 (configuration not stated)	-1	-15	0.97	10	-10	11	3	0.89
O=C(NNS(=O)(=O)c1ccc(F)cc1F)C1Cc2c(ccc3ccccc23)O1 (configuration not stated)	-4	-16	0.97	7	6	-5	3	1.1
O=C(CC1C(=O)NCCN1Cc1ccc(Cl)c(F)c1)NC1CCC1 (configuration not stated)	-3	-9	1.1	-2	4	-37	-9	1.4
COCCNC(=O)COC(=O)CSCc1nc2ccccc2s1	2	0	1	-1	0	-15	0	1.1
O=C(Cc1cccs1)NCc1cn2ccccc2n1	-4	-6	0.96	-6	-3	0	4	1
CCOC(=O)CN1C(=O)/C(=C/c2ccccc2Br)Oc2ccccc21	-3	0	1	-2	-3	3	-4	0.97

4 consecutive entries already listed, for reference:
SMILES	A3A deaminase	PfG6PD inh	mIAP activ	ATG4B inh	HKDC1 inh	hIAP block	mIAP block	hIAP act
COc1cc(-c2nnc(CSc3nnc(N)s3)o2)cc(OC)c1OC	-5	-10	1	4	-8	-7	-1	1.1
Cc1csc(NC(=O)CSc2nccn2C)n1	0	-16	1	5	1	6	-3	0.94
COc1cccc(CNC(=S)Nc2cc(OC)ccc2OC)c1	-3	30	0.95	-1	-5	2	5	0.98
CC(=O)Nc1ccnn1C1CCN(C(=O)c2cccc(C)c2C)CC1	2	-11	1	25	1	3	-4	0.97

Next compounds:
SMILES	A3A deaminase	PfG6PD inh	mIAP activ	ATG4B inh	HKDC1 inh	hIAP block	mIAP block	hIAP act
CCOC(=O)C1=C(N)Oc2cc(C)n(C)c(=O)c2C1c1ccncc1 (configuration not stated)	0	4	0.92	7	-5	-8	8	1.1
O=C(NCCCO)/C(=C\c1cn(-c2ccccc2)nc1-c1cccnc1)NC(=O)c1ccccc1	4	-18	1.1	-8	-8	-16	-8	1.2
COc1ccc(NS(=O)(=O)c2ccc3c(c2)oc(=O)n3C)c(OC)c1	-3	4	0.95	-8	-1	10	5	0.9
CN(C)c1ccc(/C=C/C(=O)c2c(O)c3ccccc3oc2=O)cc1	0	2	0.94	-5	0	10	6	0.9
CCc1nc(SCC(=O)NCC2CCCO2)c2oc3ccccc3c2n1 (configuration not stated)	-1	-15	1.1	5	-2	-7	-6	1.1
COc1ccc(OC)c(-n2c(SCC(C)=O)nnc2-c2cccc(S(=O)(=O)N(C)C)c2)c1	3	-2	1	-6	0	-9	-3	1.1
O=C1c2ccc(-c3ccc4c(c3)C(=O)N(CCO)C4=O)cc2C(=O)N1CCO	3	-4	0.98	-7	5	6	2	0.94
O=[N+]([O-])c1ccccc1OCc1nc(-c2cccs2)no1	5	3	0.83	7	1	12	17	0.88
CN(C)CCCNC(=O)c1cc(C(=O)c2c(Cl)cccc2Cl)c[nH]1	-3	1	0.98	7	-3	6	2	0.94
COc1ccc(OC)c(S(=O)(=O)N2CCC(C(=O)Nc3cccc(C)c3C)CC2)c1	0	1	1.1	-11	0	-6	-10	1.1
CN1C(=O)/C(=C\c2cccc(OCc3ccccc3)c2)SC1=S	-1	-4	0.93	9	-1	1	7	0.99
O=C(NC(Cc1ccccc1)C(=O)O)NC12CC3CC(CC(C3)C1)C2 (configuration not stated)	-4	-24	1.1	4	-4	-11	-7	1.1
CCC(C)C(=O)Nc1nccs1 (configuration not stated)	-1	-2	0.99	-6	9	-5	1	1
O=C(Cn1cnc2ccccc2c1=O)Nc1ccc(S(=O)(=O)N2CCCC2)cc1	24	-3	0.94	-2	-7	-1	6	1
Cc1ccc(/C(O)=C2\C(=O)C(=O)N(CCc3c[nH]c4ccccc34)C2c2cccnc2)cc1 (configuration not stated)	-4	-24	0.95	-7	4	-1	5	1
COc1cccc(OCc2cc(C(=O)NCc3ccccn3)no2)c1	-3	9	1	0	-3	-2	-5	1
CN1C[C@@H]2C[C@@H](c3cccn3-c3nccs3)N3CCC[C@@]23C1=O	4	-17	0.94	3	-5	-1	6	1
CCc1ccc(S(=O)(=O)Nc2nccs2)cc1	-8	-5	0.97	5	-4	-5	3	1.1
COc1cc(NC(=O)c2nccnc2C(=O)O)cc(OC)c1	1	5	0.99	-10	-4	6	1	0.94
O=C(CSc1ncnc2c1oc1ccccc12)Nc1ccccc1C(F)(F)F	-5	-4	0.99	-10	-7	14	1	0.86
CCC(=O)Nc1ccc2c(c1)N(C(C)=O)c1ccccc1CC2	-1	6	1	6	-6	31	-1	0.69
Cc1cc(OCC(=O)c2ccc(C(F)(F)F)cc2)n2cnnc2n1	-3	-7	0.98	-5	-6	-6	2	1.1
O=C(COC(=O)c1cc(Br)ccc1O)Nc1ccc2c(c1)OCCO2	4	-9	1	-8	2	-9	-4	1.1
O=C(CN(Cc1ccccc1)S(=O)(=O)c1ccccc1)N/N=C/c1ccc2c(c1)OCO2	-2	8	0.92	-20	-1	14	8	0.86
CN(C)CCCN(Cc1ccccc1)C(=S)Nc1cccc(C(F)(F)F)c1	-3	15	1.1	-1	-8	6	-6	0.94
Cn1nc(C(=O)OCC(=O)N2CCc3ccccc32)c2ccccc2c1=O	-4	-14	1	-12	-5	-23	-3	1.2
COc1ccccc1-c1oc2ccccc2c1-c1ccccc1OC	0	13	0.97	11	-1	0	3	1
Cc1nn(C)c(C)c1NS(=O)(=O)c1cccc(Br)c1	5	1	1	4	-4	-1	-1	1
CCCOc1ccc(-c2cnc(SCC(N)=O)nc2N)cc1	-1	2	0.95	7	0	5	5	0.95
Cc1cc2oc(=O)cc(CN(C)Cc3ccccc3F)c2cc1Cl	1	-3	0.99	9	6	16	1	0.84
Cc1ccc(-c2cnn(-c3ccccc3)c2N)cc1	-5	11	1.1	2	8	-21	-10	1.2
CC1Cc2cc(S(=O)(=O)N3CCN(C)CC3)ccc2N1C(=O)C1CC1 (configuration not stated)	-2	1	1	5	-6	-21	-1	1.2
O=C(CCN1CCN(c2ccccc2)CC1)N/N=C/c1ccccc1O	-8	-14	1.1	-3	-11	-84	-10	1.8
CC(=O)c1cc(C(=O)NC2CCCc3c2cnn3-c2cc(C)cc(C)c2)[nH]n1 (configuration not stated)	-7	-9	0.99	7	-1	-26	1	1.3
O=C(Cc1ccc(S(=O)(=O)N2CCCC2)s1)N1CCOCC1	9	-5	1	1	-5	-12	-1	1.1
COc1ccc(N(C(=O)CCl)C(C)(C(=O)Nc2c(C)cccc2C)c2ccccn2)cc1 (configuration not stated)	3	14	1.1	-11	-1	4	-6	0.96
CC1Cn2c(nnc2-c2ccccc2O)S1 (configuration not stated)	0	-11	0.95	6	-5	13	5	0.87
O=C(COC(=O)c1ccc(S(=O)(=O)N2CCCC2)cc1)NCc1ccco1	12	-9	0.94	-6	3	11	6	0.89
CN(C)c1ccc(NC(=O)c2ccc(Cn3cc([N+](=O)[O-])cn3)cc2)cc1	2	10	0.93	3	-3	-5	8	1.1

Rows are unselected; overall some 2.4% were active at least once.
